ATXN2 expr inh – ATXN2 expression inhibition; HEK-293 ATXN2-luciferase reporter, luminescence, 24 h; Potency, µM (top dose mostly 57 µM), for the others: at the highest dose activity change, negative = inhibition, hits mostly inhibitors; hit rate 0.72% among 360,000; AID 1745845; further: potency means the concentration at half of the fitted maximal effect; on the % scale 0 is the no-effect control and ±100 the full control effect; nearly all actives have a fitted effect of over 55% in size
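ATXN2-luciferase reporter cells (luciferase flanked by upstream and downstream ATXN2 gene portions) were treated 24 h at 37 °C with compounds at up to 57 uM. SteadyGlo luminescence gave expression; GF-AFC fluorescence gave viability.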
HepG2 viability – HepG2 cytotoxicity, counter-screen for TGF-b inhibitors. HepG2 CAGA-GFP viability, ATP luminescence, 18 h. Potency, µM (titrated, usually from 46.1 µM), for inactives: at the top dose activity change, negative = cytotoxicity, most hits filed as cytotoxic. hit rate 0.76% among 410,000; further: potency means the concentration at half of the fitted maximal effect; some results filed as inactive show a strong effect at the top dose
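CellTiter-Glo luminescence gave cytotoxicity after 18 hours at 37 degrees C. The cells were HepG2 CAGA-GFP in 1% FBS DMEM, stimulated with 500 pg/mL TGF-beta after compound addition. %Activity was normalised to no-cell wells (complete cell-killing) and DMSO (no toxicity), and curves were fitted and classified.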
ATXN viability – viability counter-screen for ATXN expression inhibitors; Potency, µM (highest dose often 56.7 µM), most hits filed as cytotoxic; AID 651635; hit rate 0.49% among 400,000; S2 cells (HEK-293 line with an ATXN2-luciferase reporter) viability, CellTiter-Fluor protease fluorescence, 24 h; further: potency means the concentration at half of the fitted maximal effect; nearly all actives have a fitted effect of over 40% in size
SW480 rerep – DNA re-replication induction in SW480 cells. SW480 DNA re-replication, Hoechst DNA content imaging, 48 h. Potency, µM (doses to about 46.1 µM), inactives show at the top dose re-replication activation, most hits filed as activators. hit rate 1.8% among 340,000. AID 624297; further: potency means the concentration at half of the fitted maximal effect; % of control where 0% means no effect; nearly all actives have a fitted effect of over 55% in size
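First, 250 cells per well were seeded. Next, compound or vehicle (23 nL) was pinned in, plates sat 48 hr at 37 C. Finally Hoechst was added for 40 min before fluorescence scanning.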
MCF10A rerep – DNA re-replication induction in MCF 10a cells | hit rate 2.9% among 350,000 | MCF 10A DNA re-replication, Hoechst nuclear intensity, 48 h | Potency, µM (top dose mostly 46.1 µM), for the others: top-dose activity, positive = re-replication, actives largely listed as activators; further: potency means the concentration at half of the fitted maximal effect; % of control where 0% means no effect; nearly all actives have a fitted effect of over 50% in size
HT1080 IDH1KD tx – HT-1080 IDH1 knockdown cell toxicity (counter line); HT-1080 IDH1 knockdown viability, ATP luminescence, 48 h; AID 686971; Potency, µM (doses to about 46.1 µM), for the others: at the top dose activity, negative = toxicity, hits mostly cytotoxic; hit rate 2% among 360,000;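 further: potency means the concentration at half of the fitted maximal effect; 0% = DMSO wells and -100% = cell-free medium wells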
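Viability of IDH1-knockdown HT-1080 fibrosarcoma cells was assessed by CellTiter-Glo after 48 h at 37 °C with titrated compound; concentration-effect curves were classified by fit quality and response size.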
HT1080-NT tox – kills 2HG-producing HT-1080-NT fibrosarcoma cells; HT-1080-NT fibrosarcoma viability, CellTiter-Glo ATP luminescence, 48 h; Potency, µM (highest dose often 46.1 µM), for the others: at the highest dose activity, negative = less viability, usual class: cytotoxic; hit rate 1.6% among 360,000; AID 686970;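 further: NT is the 2HG producing partner of a matched IDH1 knockdown line; potency means the concentration at half of the fitted maximal effect; 0% = DMSO-treated cells and -100% = media-only wells without cells; nearly all actives have a fitted effect of over 55% in size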
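Toxicity toward the 2HG-producing NT line was scored as %Activity, normalised to DMSO and no-cell wells, from CellTiter-Glo luminescence after 48 hours' treatment.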
KB-3-1 cytotox – kills parental KB-3-1 adenocarcinoma cells; KB-3-1 viability, CellTiter-Glo ATP luminescence, 72 h; Potency, µM (series often up to 46.1 µM), for the others: at the highest dose activity change, negative = cytotoxic, usual class: cytotoxic; hit rate 1.4% among 400,000; further: potency means the concentration at half of the fitted maximal effect; on the % scale 0 is the no-effect control and ±100 the full control effect; nearly all actives have a fitted effect of over 60% in size
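Screening of KB-3-1 cells (DMEM, 10% FBS, phenol-red free) ran from lowest to highest compound concentration; after 72 h at 37 °C viability was read luminescently and curves fitted.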
IL1B secr inh – blocks inflammasome-driven IL-1 beta release. activity change, % at 57.5 µM. hit rate 4.7% among 360,000. THP-1 LPS/ATP IL-1B secretion, AlphaLISA, 16 h; stronger effect = lower value; in the data active means activity change below about -50%; inconclusive means mostly about -30% to -49%; further: on the % scale 0 is the no-effect control and ±100 the full control effect
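THP-1 cells pretreated 1 hr with compounds (up to 57.5 uM final), then stimulated with LPS (250 ng/mL final) plus ATP (1.25 mM final); secreted IL-1B measured by AlphaLISA after 16 hr, decreased signal indicating inhibition.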
Active calls of the source: *; i = inactive; u = inconclusive; x = no result given; & = joins results of further samples; [ ] = remark or other dose. Unless noted, the call rests on the fitted dose curve; in most records, active means well fitted curve in the direction sought with a large enough effect; inconclusive means small, poorly fitted or top-dose-only effect, or another doubt; inactive means no such curve, though single readings can be large; an effect the other way counts as inactive or inconclusive.

canonical_smiles	ATXN2 expr inh	HepG2 viability	ATXN viability	SW480 rerep	MCF10A rerep	HT1080 IDH1KD tx	HT1080-NT tox	KB-3-1 cytotox	IL1B secr inh
O=C(O)C1C2CCC(O2)C1C(=O)Nc1cnn(Cc2ccccc2)c1 (stereo not given)	4%	1%	i	-18%	-6%	1%	-2%	-1%	16
NS(=O)(=O)c1cccc(C(=O)N2CCCc3ccccc32)c1	x	-5%	u	x	x	-7%	-8%	-2%	19
COCCCNC(=O)c1ccc2c(c1)ncn2-c1ccc(C)cc1C	-2%	1%	i	-7%	21%	0%	2%	11%	7
O=C(OCCN1CCCCC1)c1cc2ccccc2o1	-4%	-1%	i	4%	-4%	-2%	-2%	-5%	-10
CC(=O)c1cccc(OCc2cc(C(=O)N3C[C@H]4CC[C@H]3C4)no2)c1	6%	-22%	i	-8%	-10%	0%	0%	3%	-2
CC(C)c1ccc(CN(C(=O)c2cc3ccccc3oc2=O)C2CCS(=O)(=O)C2)cc1 (stereo not given)	19%&14%	-23%&-21%	u	-6%	-3%	-1%	9%	17%&1%	9
CC(=O)Nc1cccc(NC(=O)Nc2cccc3ccccc23)c1	-6%	-13%	i	-5%	0%	12%	1%	28%	-5
COc1cc(/C=N/NC(=O)c2ccncc2)ccc1OCC(=O)Nc1cccc([N+](=O)[O-])c1	19%	-3%	i	u	-1%	2%	0%	16%	13
FC(F)(F)c1ccc(CN2C[C@@H]3C(c4ccc(Cl)nc4)C4(c5cccnc5)CC3(C4)[C@H]2c2ccccc2)cc1 (stereo not given in full)	-24%	-29%	u	4%	28%	u	u	15µM*	-12
COc1ccc(CCn2c(O)cc3nn(-c4nc5ccccc5s4)c(=O)c-3c2C)cc1	32%[activator]	12%	i	u	-15%	-3%	-10%	11%	x
COc1ccc([C@H]2C[C@@H](n3cc(-c4ccc(F)cc4)nn3)[C@H](O)CN2C(=O)C2CCCCC2)cc1	-2%	-14%	i	x	x	-12%	-19%	-7%	-20
O=C(O)CCCn1c(=O)[nH]c2ccccc2c1=O	-1%	-1%	u	-1%	5%	5%	-1%	-8%	8
COc1ccc(C(=O)Nc2c(O)ccc3ccccc23)cc1	-3%	9%	u	-4%	-1%	-16%	-13%	-2%	9
CCOC(=O)N1CCC(Nc2c(N3CCN(c4cc(Cl)ccc4C)CC3)c(=O)c2=O)CC1	u	-18%	i	4%	11%	-9%	0%	u	-11
CCOC(=O)C1=C(C)NC(C)=C(C(=O)OCC)C1c1ccc(OC)c(OC)c1	x	-72%	i	x	x	-13%	-4%	-16%	-3
CN(CC(=O)N1CCN(c2ccccn2)CC1)S(=O)(=O)c1cccc2nsnc12	7%	-17%	i	-5%&-9%	-3%&-35%	5%	9%	19%	5
CC(O)c1nc2ccccc2n1CC(=O)Nc1ccc2c(c1)OCCO2 (stereo not given)	21%	-4%	i	3%	-13%	-3%	4%	8%	36
O=C(NCc1cccc(F)c1)c1ccc(CN2CC(=O)N3CCCCC3C2=O)cc1 (stereo not given)	7%	-21%	i	x	x	x	x	1%	x
COc1ccc(C2CC(C(F)(F)F)n3ncc(C(=O)NCc4cccnc4)c3N2)cc1OC (stereo not given)	-1%	-21%	i	-7%	-3%	-1%	-4%	0%	-10
Cc1n(C)c2cc(Cl)ccc2[n+]1Cc1ccccc1	-20%	-1%	i	-3%	17%	-10%	1%	u	-1
CCCN1CCN(C(=O)C2CCN(S(=O)(=O)c3ccc4c(c3)NC(=O)C(C)S4)CC2)CC1 (stereo not given)	1%	2%	i	-14%	-1%	5%	8%	5%	35
CCOc1ccc(C2C3=C(CCCC3=O)Nc3nc(C(F)(F)F)nn32)cc1OC (stereo not given)	3%	6%	i	-7%	-4%	2%	-5%	6%	-10
Clc1ccc(C=Cc2ccccn2)c(Cl)c1	85%[activator]	-1%	i	4%	5%	-11%	-12%	3%	18
N#Cc1sc2nc(-c3ccccc3)cc(-c3ccco3)c2c1N	22%	-38%	i	u	u	-4%	-7%	-6%	-9
COc1ccc(/C=C(/NC(=O)c2cccc([N+](=O)[O-])c2)C(=O)O)cc1	11%	-22%	i	1%	-9%	2%	5%	17%	12
COc1ccc(-c2cn(-c3ccccc3)nc2C(=O)O)cc1OC	x	-4%	i	5%	2%	0%	0%	1%	-5
COc1ccc(CC(=O)Nc2cc(Cl)ccc2N2CCCC2)cc1	-10%	-18%	i	18%	17%	-3%	-10%	-17%	-8
Cc1ccc(OCc2cc(C(=O)NC(C)Cc3cccnc3)no2)cc1C (stereo not given)	-2%	-23%	i	1%	4%	-4%	-3%	-20%	0
CN(Cc1ccc(F)cc1Cl)S(=O)(=O)c1cccs1	4%	-2%	i	-3%	6%	3%	-13%	6%	-5
O=C1CCCN1CCCNc1ccc(S(=O)(=O)N2CCCCC2)cn1	10%	-8%	i	6%	-1%	-9%	-3%	-5%	-5
O=C(O)c1cn(C2CC2)c2cc(N3CCNCC3)c(F)cc2c1=O	5%&-5%	x	i	-1%[20.6 µM]	0%[20.6 µM]	x	x	x	x
CC(C(=O)Nc1ccc(N2CCOCC2)cc1)N1C(=O)c2ccccc2C1=O (stereo not given)	6%	7%	i	4%	9%	4%	0%	-8%	24
CCc1cc(C(=O)N/N=C/c2ccc(O)cc2)c2ccccc2n1	10%	0%	i	u	23µM*	u	u	u	21
COc1ccc(S(=O)(=O)N2CCC(NC(=O)N3CCOCC3)CC2)cc1	-6%	1%	i	-4%	-1%	26%	18%	-2%	27
O=C(NCc1cccc(CNC(=O)c2ccco2)c1)c1ccco1	-2%	-2%	i	-11%	u	3%	-3%	-6%	18
CC(=O)c1ccc(Cc2cnc(N)s2)cc1	13%	-8%	i	-4%	3%	7%	7%	3%	-3
S=c1[nH]nc(CCCc2n[nH]c(=S)o2)o1	5%	31%	i	-118%[inhibitor]	2%	10%	6%	0%	16
COC(=O)[C@H](CCSC)NC(=O)Cn1cnc(C(=O)Nc2ccc(C)c(C)c2)n1	18%	-1%	i	7%	-1%	-10%	-11%	-8%	16
Cc1ccc(CNc2ccc(-c3nc(-c4ccncc4)no3)cc2[N+](=O)[O-])cc1	-1%	-15%	i	x	x	x	x	-8%	x
O=S1(=O)N=C(N(CCO)/N=C/c2ccc(Br)cc2)c2ccccc21	8%	0%	i	12%	13%	18%	9%	23%	-19
CCC(Sc1ncccc1C(=O)OCCN1CCCC1=O)C(=O)NCc1ccco1 (stereo not given)	6%	4%	i	-8%	-4%	-3%	10%[9.24 µM]	-6%	-4
COc1ccc(N2CCOCC2)c(NC(=O)c2cccnc2)c1	7%	10%	i	1%	u	-2%	-8%	16%	-6
CN(C)S(=O)(=O)c1ccc(N2CCCC2)c(C(=O)Nc2nccs2)c1	-9%	-15%	u	-46%	6%	-17%	-2%	-9%	-12
C/C(=N\NC(=O)c1nnn(-c2nonc2N)c1CN1CCC(C)CC1)c1cccc(Br)c1	x	-1%	i	-5%	4%	27%	-3%	-13%	-17
CC(=O)Nc1cccc(NC(=O)C2CCCN2C(=O)Nc2cccc(C)c2)c1 (stereo not given)	-1%	-8%	i	-15%	9.2µM*	8%	0%	-7%	13
Cn1c(SCc2ccccc2)nnc1-c1ccc2c(c1)OCO2	39%[activator]	3%	u	-1%	-2%	14%	12%	9%	-20
Cc1ccc(N=C2NC(=O)CS2)cc1C	x	-36%	i	-8%	20%	2%	2%	u	-2

Looked up one by one from the list above:
canonical_smiles	ATXN2 expr inh	HepG2 viability	ATXN viability	SW480 rerep	MCF10A rerep	HT1080 IDH1KD tx	HT1080-NT tox	KB-3-1 cytotox	IL1B secr inh
C/C(=N\NC(=O)c1nnn(-c2nonc2N)c1CN1CCC(C)CC1)c1cccc(Br)c1	x	-1%	i	-5%	4%	27%	-3%	-13%	-17
CCCN1CCN(C(=O)C2CCN(S(=O)(=O)c3ccc4c(c3)NC(=O)C(C)S4)CC2)CC1 (stereo not given)	1%	2%	i	-14%	-1%	5%	8%	5%	35

Gathered by group, those above with fluorine (seven)
canonical_smiles	ATXN2 expr inh	HepG2 viability	ATXN viability	SW480 rerep	MCF10A rerep	HT1080 IDH1KD tx	HT1080-NT tox	KB-3-1 cytotox	IL1B secr inh
FC(F)(F)c1ccc(CN2C[C@@H]3C(c4ccc(Cl)nc4)C4(c5cccnc5)CC3(C4)[C@H]2c2ccccc2)cc1 (stereo not given in full)	-24%	-29%	u	4%	28%	u	u	15µM*	-12
COc1ccc([C@H]2C[C@@H](n3cc(-c4ccc(F)cc4)nn3)[C@H](O)CN2C(=O)C2CCCCC2)cc1	-2%	-14%	i	x	x	-12%	-19%	-7%	-20
O=C(NCc1cccc(F)c1)c1ccc(CN2CC(=O)N3CCCCC3C2=O)cc1 (stereo not given)	7%	-21%	i	x	x	x	x	1%	x
COc1ccc(C2CC(C(F)(F)F)n3ncc(C(=O)NCc4cccnc4)c3N2)cc1OC (stereo not given)	-1%	-21%	i	-7%	-3%	-1%	-4%	0%	-10
CCOc1ccc(C2C3=C(CCCC3=O)Nc3nc(C(F)(F)F)nn32)cc1OC (stereo not given)	3%	6%	i	-7%	-4%	2%	-5%	6%	-10
CN(Cc1ccc(F)cc1Cl)S(=O)(=O)c1cccs1	4%	-2%	i	-3%	6%	3%	-13%	6%	-5
O=C(O)c1cn(C2CC2)c2cc(N3CCNCC3)c(F)cc2c1=O	5%&-5%	x	i	-1%[20.6 µM]	0%[20.6 µM]	x	x	x	x

Source: PubChem BioAssay

Compounds as they come. About 8.9% of those tested had a hit in this group.
